WT yeast gro inh: growth inhibition of WT yeast, mitochondrial fusion screen | hit rate 2.1% among 190,000 | mitochondrial fusion phenotypic screen, WT strain | inhibition, % at 10 µM | AID 1362; in the data active means inhibition above about 58%; tested in S. cerevisiae
Ins promoter up: MIN6 insulin promoter up-regulation. z-score at 5 µM. hit rate 0.3% among 190,000. MIN6 insulin promoter-GFP reporter, high-content imaging; active compounds read high;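 active means z-score above 3 at 5 µM with at least 500 cells counted in the well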
Yfh1-off respiration: mitochondrial function rescue without frataxin homolog – Friedreich's ataxia, plus single-dose screen, dose response (AID 1465); fold induction at 50 µM, or EC50 in µM where a hit was titrated; S. cerevisiae Yfh1-off respiration, WST-1 reduction, 72 h; higher fold induction means a stronger effect; hit rate 0.074% among 220,000;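 active means fold induction of absorbance versus untreated yeast above a set limit, then at least 30% activation at any dose in follow-up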;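 further: activators that raise dye reduction in frataxin-depleted yeast; strong numbers were not always called active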
MT stabilize HCS: stabilizes microtubules in HeLa cells | HeLa tubulin immunostaining HCS, 24 h; share of cells brighter than vehicle mean+2SD | % tubulin-high responders, % at 10 µM | hit rate 0.83% among 200,000 | AID 2205;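 active means plate Z-score above 3 for both tubulin-high and condensed-nucleus cell shares, with cell loss under 80%, at 10 µM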;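 further: anti alpha tubulin signal scored within the nucleus-defined area of each cell; some results filed as inactive read as strong as hits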
HEK293 NOD2/NF-kB: NOD2 signaling inhibitors, cell-based, luminescence, uHTS, HEK293 (AID 1566). HEK293 NOD2/NF-kB luciferase reporter, luminescence; higher % means a stronger effect. inhibition, % at 4 µM; hits with a dose series show EC50 in µM. hit rate 0.63% among 290,000; in the data active means inhibition above about 50%; further: many of its hits are not listed in these tables
Lipid droplet: modulators of hepatic lipid droplet formation; AML12 mouse hepatocytes, oleate lipid droplets, BODIPY imaging; inhibition, % at 6.5 µM; hit rate 0.4% among 240,000;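 active means lipid droplet intensity inhibited by at least 50%, with more than 500 cells counted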
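Assay system: AML12 hepatocytes (mouse); Probe or stimulus: oleic acid at 100 µM to induce lipid droplet formation; Dosing: compound at 6.5 µM only; Schedule: compound with oleate, overnight; Detection: fluorescence imaging, 20x objective, two fields per well; Measure: % inhibition of lipid droplet signal.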
Dynein transport: dynein cargo transport inhibition | 3617.4 mouse cells, GR-EGFP nuclear translocation imaging; test concentration mostly 20 µM; stimulated with dexamethasone, 1 µM; active compounds read low | z-score, hits read low | hit rate 0.47% among 220,000;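 active means plate z-score of nuclear minus cytoplasmic receptor signal below a set negative limit, without overly bright fluorescence or cell loss, cut at about -3.5 in these data, passing the limit was not always enough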;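 further: z-score of nuclear minus cytoplasmic ring GR-EGFP intensity difference per well; some compounds called inactive have numbers as strong as hits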
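Buffer or medium: tet-free medium with charcoal-stripped serum / Also added: dexamethasone agonist, 1.0 µM final, for 30 min / Timing: induction 48 h, compound 1 h, agonist 30 min / Measured by: high-content fluorescence imaging after fixation / Read-out: nuclear-to-cytoplasmic GR-EGFP distribution per well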
bCat nuc transl: modulators of beta-catenin nuclear translocation. nuclear translocation activity, % at 5 µM. hit rate 0.3% among 190,000. HeLa beta-catenin nuclear translocation, immunofluorescence imaging;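 active means nuclear translocation activity above 50% at 5 µM, with a well cell count of 50 or more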;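 further: per-cell ratio of nuclear to cytoplasmic median beta-catenin stain intensity; plate controls were DMSO negative control for no effect and GSK-3 inhibitor IX positive control for full effect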
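Assay system: human HeLa cells, native beta-catenin; doses: 5 µM primary, 0.02–20 µM confirmation; incubation: compound treatment 24 h, 37°C, 5% CO2; technique: fluorescence imaging of beta-catenin antibody stain plus DAPI; measure: % activation, nuclear-to-cytoplasmic median beta-catenin signal ratio per cell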
Autophagy mod: alters autophagy in cells. hit rate 0.98% among 190,000. AID 463193. calls only at 10 µM (by protocol). MEF GFP-LC3 puncta imaging; test concentration mostly 10 µM;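 active means percentage of spot-positive cells more than 3 SD above its plate mean, without a fluorescence outlier flag or 80% toxicity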;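 further: spot-positive cell cutoff set from DMSO-treated cells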
WT yeast gro inh mutant strain: second read-out of WT yeast gro inh, no call of its own (marks repeat the call); inhibition, %; mitochondrial fusion phenotypic screen, mutant strain inhibition
Dynein transport cytoplasmic EGFP: recorded beside Dynein transport, whose call it bears; z-score; measured here: cytoplasmic GR-EGFP intensity; active compounds read high
Dynein transport nuclear GR-EGFP: also measured in Dynein transport; calls as there; z-score; measured here: nuclear GR-EGFP intensity;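 lower value marks the stronger effect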
Dynein transport cell count: recorded beside Dynein transport, whose call it bears; z-score; measured here: cell count per field
Ins promoter up cell count: recorded beside Ins promoter up, whose call it bears; cell count; measured here: cytotoxicity, nuclei count;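 total cells summed across four imaged fields per well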
Lipid droplet cells 6.5 µM: also measured in Lipid droplet; calls as there; cell count; measured here: cell count, cytotoxicity flag;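 cells counted across two imaged fields per well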
bCat nuc transl cell count 5 µM: recorded beside bCat nuc transl, whose call it bears; cell count; measured here: cell count, cytotoxicity flag
MT stabilize HCS Hoechst-high %: further read-out of MT stabilize HCS, marked with its call; % Hoechst-high responders; measured here: nuclear condensation Hoechst responders;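 share of cells brighter than vehicle mean plus two SD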
MT stabilize HCS cytotoxicity %: recorded beside MT stabilize HCS, whose call it bears; toxicity, %; measured here: cytotoxicity by cell density;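 0% = mean cell density of plate MIN control wells and 100% = no cells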
Autophagy mod cell loss 18 h: recorded beside Autophagy mod, whose call it bears; toxicity, %; measured here: cell loss, nuclei count;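 cell loss after 18 h compound exposure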
* marks the source's active call; other numbers are inactive results; i = inactive; . = not tested or not shown; + = active, no number.

molecule | WT yeast gro inh | WT yeast gro inh mutant strain | Ins promoter up | Ins promoter up cell count | Yfh1-off respiration | MT stabilize HCS | MT stabilize HCS Hoechst-high % | MT stabilize HCS cytotoxicity % | HEK293 NOD2/NF-kB | Lipid droplet | Lipid droplet cells 6.5 µM | Dynein transport | Dynein transport cytoplasmic EGFP | Dynein transport nuclear GR-EGFP | Dynein transport cell count | bCat nuc transl | bCat nuc transl cell count 5 µM | Autophagy mod | Autophagy mod cell loss 18 h
COCC(=O)Nc1ccc(C(=O)Nc2ccccc2Cl)cc1 | -4 | -19 | 0.16 | 1344 | i | 1.1 | 1.4 | 8.1 | -6% | -3 | 741 | 0.12 | -0.18 | 0.35 | -0.24 | -2.2 | 1109 | i | -18
Cn1nnnc1SCC(=O)c1ccco1 | 5 | -7 | 0.14 | 1038 | i | 16 | 23 | 30 | -1% | . | . | -0.9 | -0.14 | 0.0087 | 0.97 | 0.2 | 1220 | i | 6
O=C(CN1CCN(c2ccccc2O)CC1)NC(=O)NCc1ccco1 | -15 | 4 | -0.06 | 1616 | i | 3.6 | 1.5 | 3.7 | 13% | 3 | 682 | 0.11 | -0.24 | 0.12 | 0.0077 | -0.4 | 1093 | i | 13
Cc1c(C(=O)COC(C)(C)C)[nH]c2ccccc12 | -7 | -7 | -0.28 | 1879 | i | 3.4 | 2.3 | 3.8 | -12% | 15 | 486 | 1.3 | 0.28 | 0.43 | -1 | -2.0 | 1088 | i | 12
Cc1noc(C)c1S(=O)(=O)N1CCC(C(=O)Nc2ccc(OC(F)(F)F)cc2)CC1 | 4 | 18 | -0.61 | 957 | i | 0.6 | 1.1 | 3.5 | 10% | -9 | 788 | -0.4 | -0.089 | 0.1 | 0.39 | . | . | i | -4
COc1ccccc1C1(CC(=O)O)CCOC(C(C)C)C1 (stereo not drawn) | 5 | 11 | -0.47 | 1343 | i | 2.4 | 1.5 | 3.6 | -6% | 8 | 768 | -0.92 | -0.25 | -1.1 | 0.49 | . | . | i | -7
CC(=O)Nc1ccc(S(=O)(=O)N2CCN(CCN3CCOCC3)CC2)cc1Cl | . | . | -0.14 | 1008 | i | . | . | . | -2% | -6 | 688 | 1.6 | -0.098 | 1.7 | -2.4 | -0.5 | 1306 | . | .
COc1cc(OC)cc(-c2nnc(SCC(=O)Nc3ccc(C(=O)O)cc3)s2)c1 | 7 | 17 | 1.7 | 1156 | i | 1.3 | 2.2 | 8.4 | 15% | 2 | 715 | -0.54 | -0.24 | -0.54 | 0.95 | 1.1 | 966 | i | -7
CCCc1[nH]nc2c1C(Cc1ccccc1)C(C#N)=C(N)O2 (stereo not drawn) | 0 | 3 | -0.23 | 1373 | i | 5.4 | 2.1 | 12 | 12% | . | . | 0.61 | -0.15 | 1.2 | -0.8 | -7.5 | 1063 | i | -4
CCOC(=O)N1CCN(CC(=O)Nc2c(C(=O)OC)[nH]c3ccccc23)CC1 | 5 | 5 | -0.94 | 1229 | i | 1.1 | 1.3 | 12 | 22% | . | . | -0.11 | -0.19 | -0.029 | 0.18 | -5.5 | 1057 | i | -5
COc1c(Cl)cc(Cl)cc1CNCCNCCO | 4 | 20 | 0.15 | 1634 | i | 2.0 | 1.4 | 5.4 | 14% | . | . | -0.12 | -0.2 | 0.47 | 0.24 | -0.1 | 1363 | i | 32
C(=N\c1nc2ccccc2n1CCN1CCOCC1)/c1cccs1 | 2 | -6 | -0.6 | 1377 | i | 2.0 | 1.7 | 7.5 | 3% | . | . | -0.6 | -0.2 | -0.25 | 0.82 | -7.3 | 1071 | i | 34
CC(C)(C)Cc1nnc(NS(=O)(=O)c2ccccc2)s1 | -15 | -23 | 0.08 | 1484 | i | . | . | . | 6% | 8 | 688 | -0.6 | -0.24 | -0.0025 | 0.45 | 0.3 | 1069 | i | -15
COc1ccc(/C=N/Nc2c(Cl)cc(Cl)cc2Cl)cc1CN1CCOCC1 | 29 | 17 | -0.1 | 1153 | i | 3.5 | 2.8 | 16 | 16% | -7 | 720 | 0.29 | -0.25 | 0.27 | 0.14 | -1.5 | 1018 | i | 6
CN(C[C@H](Cc1ccccc1)N(C[C@H](CC1CCCCC1)N(CCc1ccccc1)N=O)N=O)N=O | 9 | 7 | -0.15 | 1400 | i | 3.8 | 1.4 | 6.9 | 2% | -12 | 713 | -0.92 | -0.33 | -0.32 | 0.72 | 1.1 | 1133 | i | 34
CCC1CCc2c(sc(NC(=O)c3ccco3)c2C(N)=O)C1 (stereo not drawn) | 45 | 16 | . | . | i | 3.0 | 2.0 | 7.8 | 11% | 24 | 721 | -0.16 | -0.23 | -0.24 | 0.58 | -2.3 | 1178 | i | -8
Cc1ccc(C(=O)CC2(O)C(=O)N(C)c3ccccc32)o1 (stereo not drawn) | -22 | 5 | 1.9 | 806 | i | 6.8 | 2.0 | 2.8 | 4% | . | . | 0.28 | -0.037 | 0.44 | -0.6 | . | . | + | 23*
COCc1cc(=O)[nH]c(/N=C(\N)Nc2ccccc2C)n1 | 7 | 9 | -0.86 | 916 | i | 1.4 | 0.9 | 6.7 | 11% | 15 | 827 | -0.61 | -0.28 | -0.21 | 0.73 | . | . | i | -10
CSc1nnnn1-c1c(C)cccc1C | . | . | -0.37 | 1094 | i | . | . | . | 9% | 4 | 653 | -0.84 | -0.25 | -0.1 | 0.71 | -0.2 | 1366 | . | .
O=C(CSc1ccc(Cl)cc1)c1ccco1 | 1 | 7 | 1.1 | 1200 | i | 5.8 | 1.9 | 2.9 | -6% | . | . | 0.048 | -0.27 | 0.21 | -0.036 | -1.2 | 947 | i | 5
CC1=NN(c2ccc(C)cc2C)C(=O)C1C(c1cccc(O)c1)C1C(=O)N(c2ccc(C)cc2C)N=C1C (stereo not drawn) | -17 | 11 | 0.83 | 1521 | i | 1.9 | 1.2 | 7.6 | -6% | 0 | 622 | -0.049 | -0.19 | 0.29 | -0.082 | 0.8 | 1075 | i | -14
CN1CCN(S(=O)(=O)c2ccc(NC(=O)c3ccc(F)cc3)cc2)CC1 | 0 | 4 | -0.97 | 1300 | i | 2.4 | 1.2 | 2.6 | -8% | 23 | 735 | 0.036 | -0.014 | 0.047 | -0.86 | -0.5 | 1062 | i | -5
CO/N=C(\CCC(=O)O)c1cccs1 | . | . | 0.28 | 1025 | i | . | . | . | 7% | 20 | 709 | -0.65 | -0.055 | -0.29 | 0.82 | -2.1 | 1369 | . | .
CC(=O)c1cc(C#N)c(SCC(=O)Nc2nccs2)nc1C | 14 | 7 | -0.72 | 1335 | i | 1.6 | 1.0 | 0.6 | -91% | 0 | 687 | 0.63 | -0.21 | 1 | -0.77 | 0.6 | 965 | i | -3
O=C(O)c1ccc(-c2nc3ccccc3s2)o1 | . | . | 0.35 | 979 | i | . | . | . | -54% | 25 | 668 | 0.41 | -0.82 | -0.12 | 0.41 | -0.6 | 1391 | . | .
COc1ccc(OC)c(NC(=O)COC(=O)Cc2ccc(Br)cc2)c1 | 67* | 12* | -0.61 | 1317 | i | 2.7 | 1.5 | 1.3 | 13% | 7 | 697 | 0.63 | -0.24 | 0.49 | -0.57 | -0.1 | 1085 | i | -2
CC(=O)c1c(C)[nH]c(C(=O)NCc2ccccc2)c1C | -25 | -1 | 0.37 | 1475 | i | 4.0 | 2.0 | 4.5 | 25% | . | . | -0.62 | -0.0026 | -0.095 | 0.43 | 3.1 | 1387 | i | 0
CC(=O)OCc1nc2ccccc2s1 | -7 | -16 | . | . | i | 2.1 | 1.6 | 7.2 | -90% | . | . | -1 | -0.041 | -1.2 | -0.037 | . | . | i | -2
Cc1cccc(NC(=O)CSc2ncnc3c2oc2ccccc23)c1 | 2 | -4 | 1.2 | 1094 | i | 7.5 | 2.4 | 4.4 | 15% | . | . | -0.13 | -0.19 | 0.097 | 0.0077 | . | . | i | -2

Among those listed so far, six contain an aryl thioether with sulfur outside any ring.
molecule | WT yeast gro inh | WT yeast gro inh mutant strain | Ins promoter up | Ins promoter up cell count | Yfh1-off respiration | MT stabilize HCS | MT stabilize HCS Hoechst-high % | MT stabilize HCS cytotoxicity % | HEK293 NOD2/NF-kB | Lipid droplet | Lipid droplet cells 6.5 µM | Dynein transport | Dynein transport cytoplasmic EGFP | Dynein transport nuclear GR-EGFP | Dynein transport cell count | bCat nuc transl | bCat nuc transl cell count 5 µM | Autophagy mod | Autophagy mod cell loss 18 h
Cn1nnnc1SCC(=O)c1ccco1 | 5 | -7 | 0.14 | 1038 | i | 16 | 23 | 30 | -1% | . | . | -0.9 | -0.14 | 0.0087 | 0.97 | 0.2 | 1220 | i | 6
COc1cc(OC)cc(-c2nnc(SCC(=O)Nc3ccc(C(=O)O)cc3)s2)c1 | 7 | 17 | 1.7 | 1156 | i | 1.3 | 2.2 | 8.4 | 15% | 2 | 715 | -0.54 | -0.24 | -0.54 | 0.95 | 1.1 | 966 | i | -7
CSc1nnnn1-c1c(C)cccc1C | . | . | -0.37 | 1094 | i | . | . | . | 9% | 4 | 653 | -0.84 | -0.25 | -0.1 | 0.71 | -0.2 | 1366 | . | .
O=C(CSc1ccc(Cl)cc1)c1ccco1 | 1 | 7 | 1.1 | 1200 | i | 5.8 | 1.9 | 2.9 | -6% | . | . | 0.048 | -0.27 | 0.21 | -0.036 | -1.2 | 947 | i | 5
CC(=O)c1cc(C#N)c(SCC(=O)Nc2nccs2)nc1C | 14 | 7 | -0.72 | 1335 | i | 1.6 | 1.0 | 0.6 | -91% | 0 | 687 | 0.63 | -0.21 | 1 | -0.77 | 0.6 | 965 | i | -3
Cc1cccc(NC(=O)CSc2ncnc3c2oc2ccccc23)c1 | 2 | -4 | 1.2 | 1094 | i | 7.5 | 2.4 | 4.4 | 15% | . | . | -0.13 | -0.19 | 0.097 | 0.0077 | . | . | i | -2

These rows are one share of the data, so the mix of outcomes need not match the whole.
